rTrxR1 inhibitor: rat TrxR1 inhibition. O89049. AID 588453. actives 1% (n = 390,000). recombinant rTrxR1, NADPH fluorescence consumption, selenite substrate. Potency, µM (series often up to 114 µM), inactives show at the highest dose activity change, negative = inhibition, usual class: inhibitors; further: potency means the concentration at half of the fitted maximal effect; on the % scale 0 is the no-effect control and ±100 the full control effect; nearly all actives have a fitted effect of over 65% in size
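Rat TrxR1 (90 nM in the dispensed reagent) was pre-reduced with 400 uM NADPH for 5 min at room temperature, then incubated with compound for 15 min. After 400 uM selenite was added, NADPH fluorescence (Ex 340/Em 450 nm) was followed for 8 min.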
TRHR agonist: TRH receptor (human) agonism. activation, % at 2 µM. actives 0.18% (n = 360,000). P34981. TRHR cells, calcium flux fluo-8, FDSS agonist mode; in the data active means activation above about 30%; further: 0% is about no effect
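TRHR-expressing cells, plated overnight in medium with 10% serum, were loaded with fluo-8 calcium dye at room temperature. After a 10 s baseline, library compound was pin-added and calcium release was recorded kinetically (ex 480/em 530) as agonist response.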
Pin1 inhibitor: blocks the human prolyl isomerase Pin1. Q13526. Pin1 FP peptide displacement, HiFluor488, 10 min. Potency, µM (series often up to 115 µM), inactives show at the highest dose activity, negative = inhibition, actives largely listed as inhibitors. actives 0.009% (n = 390,000). AID 504891; active means well fitted inhibition curve with a large enough effect in the polarisation, with a control signal flat, not every such curve was filed as active; inconclusive means small, poorly fitted or top-dose-only effect, or effect the other way, or a change in a side signal; inactive means no such curve, though single readings can be large or run the other way; the % refers to the polarisation; further: potency means the concentration at half of the fitted maximal effect; on the % scale 0 is the no-effect control and ±100 the full control effect
Target sequence (Q13526 whole entry, looked up): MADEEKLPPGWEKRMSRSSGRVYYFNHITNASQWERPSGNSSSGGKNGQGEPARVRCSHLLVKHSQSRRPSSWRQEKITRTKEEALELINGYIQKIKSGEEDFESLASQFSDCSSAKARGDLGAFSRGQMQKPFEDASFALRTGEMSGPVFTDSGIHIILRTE
IDH1 R132H inh: blocks human mutant IDH1 R132H enzyme | Potency, µM (top dose mostly 76.6 µM), without a hit: top-dose activity change, negative = inhibition, hits mostly inhibitors | AID 602179 | O75874 | actives 0.093% (n = 390,000) | IDH1-R132H enzyme, NADPH consumption, diaphorase/resazurin fluorescence; further: potency means the concentration at half of the fitted maximal effect; on the % scale 0 is the no-effect control and ±100 the full control effect; nearly all actives have a fitted effect of over 65% in size
Target sequence (O75874 whole entry R132H, stated change not applied): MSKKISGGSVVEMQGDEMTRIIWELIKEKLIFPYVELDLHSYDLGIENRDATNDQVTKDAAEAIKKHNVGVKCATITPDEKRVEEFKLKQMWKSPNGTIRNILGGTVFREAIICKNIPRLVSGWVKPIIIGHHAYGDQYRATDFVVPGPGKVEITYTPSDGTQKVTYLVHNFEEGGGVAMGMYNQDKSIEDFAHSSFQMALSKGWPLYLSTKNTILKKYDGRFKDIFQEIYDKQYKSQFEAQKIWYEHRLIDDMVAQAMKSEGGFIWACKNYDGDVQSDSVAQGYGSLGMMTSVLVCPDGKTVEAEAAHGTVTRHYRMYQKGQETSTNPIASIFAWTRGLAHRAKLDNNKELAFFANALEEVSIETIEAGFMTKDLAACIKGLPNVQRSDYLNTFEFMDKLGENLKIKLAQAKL
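IDH1-R132H (0.5 ug/mL) preincubated 30 min with compound, then NADPH (0.016 mM) and alpha-KG (2 mM) added; 80 min at RT, pH 7.5. Remaining NADPH coupled via diaphorase/resazurin to fluorescence (540/590 nm); concentration-response curves normalized to no-enzyme control.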
TRHR enhancer: allosterically enhances the human TRH receptor; P34981; TRHR cells, fluo-8 calcium fluorescence, EC20 TRH enhancement; enhancement, % at 2 µM; actives 0.66% (n = 360,000); AID 493056; in the data active means enhancement above about 30%; further: 0% is about no effect
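Enhancer read-out: after compound pinning and an initial kinetic agonist-mode read, an EC20 of TRH (10 nM final) was injected and fluo-8 calcium signal (Ex 480/Em 530) followed at 1 s/cycle for 100 cycles in TRHR-expressing cells.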
D2 ag: D2 dopamine receptor (human) agonism. HEK293 T-REx D2 cells, calcium flux agonist mode. activation, % at 2 µM. actives 0.53% (n = 340,000);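 active means activation over 3 SD above normal in the single-dose calcium agonist read, cut at about 30% in these data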; further: 0% is about no effect
Target sequence (P14416 whole entry, looked up): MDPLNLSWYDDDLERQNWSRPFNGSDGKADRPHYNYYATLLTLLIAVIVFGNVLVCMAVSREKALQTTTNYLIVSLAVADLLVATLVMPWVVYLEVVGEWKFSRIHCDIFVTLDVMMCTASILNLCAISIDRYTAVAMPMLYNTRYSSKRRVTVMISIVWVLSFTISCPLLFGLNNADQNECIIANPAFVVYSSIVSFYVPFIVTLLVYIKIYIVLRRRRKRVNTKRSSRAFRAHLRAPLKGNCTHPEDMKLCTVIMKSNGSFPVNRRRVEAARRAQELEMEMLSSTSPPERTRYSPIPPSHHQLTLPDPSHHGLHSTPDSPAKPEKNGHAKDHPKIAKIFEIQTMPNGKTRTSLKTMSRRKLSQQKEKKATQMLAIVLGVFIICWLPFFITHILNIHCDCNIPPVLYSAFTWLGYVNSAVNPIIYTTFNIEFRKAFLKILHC
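Calcium-flux readout, 1 cycle/sec over 180 s following compound pin transfer, in inducible HEK293 Trex D2 cells (force-coupled); dopamine controls included. Positive calcium responses during this window marked compounds as potential agonists.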
D2 antagonist: D2 dopamine receptor (human) antagonism; P14416; HEK293 TREx D2 cells, calcium flux, dopamine EC80; inhibition, % at 10 µM; actives 2% (n = 340,000); AID 485344; in the data active means inhibition above about 30%; further: 0% is about no effect
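Tetracycline-induced HEK293 TREx cells expressing D2 receptor forced-coupled to calcium signalling, loaded with no-wash calcium dye. Compounds added and calcium flux read 180 s, then dopamine added at EC80 and read a further 180 s.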
TrxR1 substrate: rat thioredoxin reductase 1 substrate activity; O89049; purified TrxR1 substrate turnover, NADPH consumption readout; Potency, µM (top dose mostly 114 µM), without a hit: top-dose activity change, negative = substrate turnover; actives 0.01% (n = 390,000); AID 588456; further: potency means the concentration at half of the fitted maximal effect; on the % scale 0 is the no-effect control and ±100 the full control effect; nearly all actives have a fitted effect of over 50% in size
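Rat TrxR1, dispensed at 90 nM, was prereduced with 400 uM NADPH (final) for 5 min at ~22 deg C, then incubated with compound 15 min before 400 uM selenite. A first-read NADPH fluorescence drop versus no-compound background flagged substrates.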
USP1-UAF1 inh: blocks the human USP1/UAF1 deubiquitinase complex; O94782; recombinant USP1/UAF1, Ub-Rhodamine cleavage fluorescence; Potency, µM (series often up to 57.1 µM), inactives show at the top dose activity change, negative = inhibition, actives largely listed as inhibitors; actives 0.23% (n = 390,000); AID 743255; further: potency means the concentration at half of the fitted maximal effect; on the % scale 0 is the no-effect control and ±100 the full control effect; nearly all actives have a fitted effect of over 60% in size; inactives centre near -12
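USP1/UAF1 complex at 1 nM was preincubated with compound for 15 min at room temperature, then Ub-Rho substrate (150nM final) was added. Fluorescence (480/540 nm) was read kinetically, 6 reads every 60 seconds.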
* hit, by the source's call; ? = inconclusive; . = no result given; [ ] = dose if it differs, or a comment. Unless noted, the call rests on the fitted dose curve; in most records, active means well fitted inhibition curve with a large enough effect; inconclusive means small, poorly fitted or top-dose-only effect; inactive means no such curve, though single readings can be large or run the other way.

SMILES	rTrxR1 inhibitor	TRHR agonist	Pin1 inhibitor	IDH1 R132H inh	TRHR enhancer	D2 ag	D2 antagonist	TrxR1 substrate	USP1-UAF1 inh
Cc1ccc(C(=O)COc2ncnc3cc(Cl)ccc23)cc1	17%	-0.7	3%	9%	-4	-1.1	7	3%	-25%
CC(=O)NC1C(=O)N(CCN2CCOCC2)c2ccc(Cl)cc21 (stereo not drawn)	-2%	-1.5	-20%	41µM*	11	0.0	12	0%	-10%
COC(=O)[C@@H]1CC[C@H](C)[C@@H](c2ccc(C)cc2)N1C(=O)c1ccc(/C=N/O[C@H](C)c2cn([C@@H]3COC[C@H]3O)nn2)cc1	.	-1.0	.	.	2	-0.2	-3	.	.
O=C(NCC1COCCO1)c1ccc(OC2CCN(CCc3ccccc3)CC2)cc1 (stereo not drawn)	-8%	0.3	-7%	-4%	-2	0.8	-11	-10%	-6%
CN(CCOc1ccccc1)C(=O)c1cc([N+](=O)[O-])cc([N+](=O)[O-])c1	15%[57.1 µM]	0.6	-5%	5%	7	0.5	5	11%[57.1 µM]	-2%
O=C(COC(=O)c1cc(=O)[nH]c2ccccc12)c1ccccc1	13%[57.1 µM]	0.1	18%	3%	-3	-0.5	20	8%[57.1 µM]	-15%
COc1cc(-c2n[nH]c(=S)n2Cc2ccccc2)cc(OC)c1OC	-16%	-1.0	3%	0%	2	-1.6	-17	12%	?
CCCC(C)NC(=O)C1c2ccccc2Oc2ccccc21 (stereo not drawn)	-19%	-0.6	4%	-1%	-5	-0.1	-8	-12%	2%
CC(Sc1ccccn1)C(=O)Nc1ccc(S(N)(=O)=O)cc1 (stereo not drawn)	24%	0.4	-3%	1%	1	-0.6	-11	12%	-6%
COc1ccccc1N1CCN(S(=O)(=O)c2cccc(F)c2)CC1	-12%	-1.7	-6%	0%	-21	-1.3	7	-2%	-14%
O=C(Nc1ccccc1F)N1CCCC1c1cccnc1 (stereo not drawn)	20%[57.1 µM]	0.0	2%	2%	-4	-0.4	3	4%[57.1 µM]	-6%
N#C/C(=C(/O)c1ccc(Br)s1)c1nc2ccccc2[nH]1	7%	0.7	39%[activator]	2%	-6	.	.	5%	-20%
Cc1cccc(Nc2nc3c(S(=O)(=O)c4ccc(Br)cc4)nnn3c3ccsc23)c1C	2%	-0.1	-6%	-16%	3	-0.4	.	17%	?
O=C(CSc1nc(-c2ccco2)cc(C(F)(F)F)n1)Nc1cccnc1	-14%[57.1 µM]	-0.2	-4%	2%	-3	-1.1	-16	-4%[57.1 µM]	-15%
COC(=O)[C@H]1C[C@H]2[C@@H]3CC[C@H]4C[C@@H](OC)CC[C@]4(C)[C@H]3CC[C@]2(C)[C@@]2(CCCO2)O1	11%	.	-3%	-6%	.	.	.	-3%	-21%
Cc1c(NC(=O)C2CC(c3ccc(F)cc3)=NO2)c(=O)n(-c2ccccc2)n1C (stereo not drawn)	17%	-1.5	0%	5%	12	-0.1	0	5%	-26%
COc1cc(OC)c(NC(=O)CSC2=Nc3ccccc3N=C(c3ccc(F)cc3)C2)cc1Cl	22%[57.1 µM]	0.2	2%	-7%	5	-1.7	.	-5%[57.1 µM]	?
COc1cccc(-c2nc(Oc3cccc(C)c3C)c3ccccc3n2)c1O	5%	0.8	-1%	3%	1	0.9	-7	-4%	-20%
Cn1c(N)c(C(=O)Nc2ccc(-c3ccccc3)cc2)sc1=S	-5%	0.5	-10%	-9%	11	-2.2	-6	-14%	-17%
COc1ccc(-c2csc(NC(=S)NC(=O)c3cccs3)n2)cc1Br	10%[57.1 µM]	0.1	-1%	-1%	4	1.5	15	15%[57.1 µM]	-2%
COc1ccc(C2C(C(=O)NC(C)C)c3ccccc3C(=O)N2C)cc1OC (stereo not drawn)	9%[57.1 µM]	0.5	-2%	-1%	1	0.6	-14	-9%	-23%
OCC(Cc1ccccc1)NCc1ccccc1C(F)(F)F (stereo not drawn)	26%	0.2	6%	-1%	6	-0.4	-5	11%	-7%
COc1cc(/C=C/C(=O)OCC(=O)N2CCCC2)ccc1OCC#N	15%	1.7	0%	-1%	18	0.3	-10	13%	-8%
NC(=O)SCC(=O)Nc1ccccc1C(=O)O	50%[activator]	0.5	-2%	0%	8	0.3	-11	0%	-20%
CC(O)[C@H]1CN=C(N)N1CCCCC1CCCCC1 (stereo partly drawn)	8%[57.1 µM]	0.5	4%	17%	3	-0.2	15	9%[57.1 µM]	-13%
CCOC(=O)C1CCN(C(=O)CSc2cc(=O)n(CC)c3ccccc23)CC1	-8%	-0.8	1%	1%	-1	0.5	5	3%	-1%
COc1ccc2c(CC(=O)OCC(=O)NC(=O)c3cccn3C)coc2c1	4%[57.1 µM]	-0.5	30%	10%	5	-1.0	-16	-6%[57.1 µM]	-17%
Cc1cc(C(=O)OCC(=O)NC2CCC(C)CC2)c(C)o1 (stereo not drawn)	2%	0.4	24%	8%	-1	-1.0	8	0%	-13%
CN1c2ccccc2C2(C)CCCC3=Cc4cccc([N+](=O)[O-])c4OC312 (stereo not drawn)	1%	0.4	-4%	-2%	-10	-0.7	12	10%[0.457 µM]	-3%
COc1ccc2ccc(O)c(CN3CCN(S(=O)(=O)c4cccc(C(F)(F)F)c4)CC3)c2c1	-30%	-0.4	-2%	6%	-7	-1.3	-27	-8%	-14%
O=C(OCc1ccc(F)cc1)c1cc2ccccc2cc1O	20%	1.1	4%	-4%	-2	-0.7	0	0%	-19%
CCOC(=O)C(NS(=O)(=O)c1ccc(Br)cc1)C(C)C (stereo not drawn)	-7%[57.1 µM]	-1.9	-16%	6%	10	-2.3	-5	-3%[57.1 µM]	-2%
CCOC(=O)C1=C(CC)OC(N)=C(C#N)C1c1ccc(OC)c(OC)c1OC (stereo not drawn)	6%[57.1 µM]	0.2	-7%	6%	-2	0.3	-2	-10%[57.1 µM]	-8%
O=C(CCCc1ccccc1)N1CCN(C2CCCCC2)CC1	48%[2.29 µM]	0.5	-3%	2%	24	0.8	-3	19%[2.29 µM]	-1%
CCOC(=O)Cn1c(CN(Cc2ccccc2)Cc2ccccc2)nc2c1c(=O)n(C)c(=O)n2C	6%	-1.2	8%	3%	-2	-0.6	2	-1%	-7%
CCC1CCCCN1CC(=O)Nc1cc(C)nn1-c1nc(C)cc(C)n1 (stereo not drawn)	-8%[57.1 µM]	-1.8	2%	0%	4	0.1	0	6%[57.1 µM]	-14%
COc1ccc(C(=O)c2ccccc2Cl)cc1OC	-4%[57.1 µM]	0.7	0%	-6%	-6	0.4	-3	3%[57.1 µM]	-4%
CCCCCCOc1ccc(C(CC(N)=O)C(=O)O)cc1 (stereo not drawn)	17%[57.1 µM]	0.8	-1%	8%	0	0.0	6	1%	-17%
CCOc1ccc(-c2nnn(CC(=O)Nc3cc(OC)ccc3OC)n2)cc1OCC	-13%	0.6	2%	2%	4	.	.	-4%	-2%
Nn1c(COc2cccc(Cl)c2)nc2ccccc2c1=O	-4%	0.3	6%	4%	-2	0.4	-2	0%	-25%
O=S(=O)(NCc1ccccc1)c1ccc(S(=O)(=O)NCC2CCCO2)cc1 (stereo not drawn)	1.4µM*	0.6	-6%	0%	21	1.1	-7	-5%[57.1 µM]	?
c1ccc(Cn2nnnc2C(c2cccnc2)N2CCN(c3ccccc3)CC2)cc1 (stereo not drawn)	14%	-0.1	-1%	-3%	-1	-0.3	-1	0%	-9%
Cc1ccc(S(=O)(=O)NC(=NC2CCCCC2)c2ccccc2)cc1	-11%	-0.3	3%	0%	-2	0.0	-22	-9%	3%
Cc1cc(C=O)c(C)n1-c1sc2c(c1C(=O)O)CCCC2	2%	0.3	0%	4%	-7	0.6	-7	-4%	-7%
CC1(C)CC(=O)c2cc(OCC(=O)N3CCOCC3)ccc2O1	14%[57.1 µM]	0.8	-3%	1%	15	0.5	-5	67%[activator][57.1 µM]	-9%

Two of the compounds above, field by field.
> CCOC(=O)C1=C(CC)OC(N)=C(C#N)C1c1ccc(OC)c(OC)c1OC (stereo not drawn)
  rTrxR1 inhibitor: 6%[57.1 µM]	TRHR agonist: 0.2	Pin1 inhibitor: -7%	IDH1 R132H inh: 6%	TRHR enhancer: -2	D2 ag: 0.3	D2 antagonist: -2	TrxR1 substrate: -10%[57.1 µM]	USP1-UAF1 inh: -8%
> O=C(CCCc1ccccc1)N1CCN(C2CCCCC2)CC1
  rTrxR1 inhibitor: 48%[2.29 µM]	TRHR agonist: 0.5	Pin1 inhibitor: -3%	IDH1 R132H inh: 2%	TRHR enhancer: 24	D2 ag: 0.8	D2 antagonist: -3	TrxR1 substrate: 19%[2.29 µM]	USP1-UAF1 inh: -1%

Continuation:
SMILES	rTrxR1 inhibitor	TRHR agonist	Pin1 inhibitor	IDH1 R132H inh	TRHR enhancer	D2 ag	D2 antagonist	TrxR1 substrate	USP1-UAF1 inh
C#CCNc1nc(C)nc2c1nnn2Cc1ccccc1F	-15%	-0.6	-4%	1%	2	0.2	7	-6%	-10%
Cc1ccc(C2=NS(=O)(=O)N(C)C(C(=O)NCc3ccc(F)cc3)=C2)cc1	1%[57.1 µM]	-0.8	1%	-1%	-5	-0.2	12	1%[57.1 µM]	-10%
Cc1ccc2[nH]c(=O)c(CN(Cc3nnnn3Cc3ccccc3)C3CCCC3)cc2c1	-17%	-0.3	7%	0%	33*	-0.5	-16	11%	-6%
COCCCNC(=O)C[C@H]1C[C@H](C(=O)N2CCCCC2)[C@@]2(CCc3ccccc3)c3[nH]c4cc(CCC(=O)N(C)C)ccc4c3CCN2C1=O	6%	.	?	0%[38.3 µM]	.	.	.	0%	-8%
Nc1ccc(C(=O)C(=O)c2ccccc2)cc1	3%	.	-1%	-14%	.	.	.	-7%	-16%
COc1ccc(-c2nc3ccccc3o2)cc1NC(=O)c1ccc(OCC(C)C)cc1	24%	0.6	18%	1%	3	0.0	.	12%	-1%
COc1ccc(NC(=O)CSc2ccc3nnc(-c4cccnc4)n3n2)c(OC)c1	22%[57.1 µM]	-0.4	-1%	7%	-5	-2.2	11	7%[57.1 µM]	-19%
CN1CCN(NS(=O)(=O)c2ccc(Cl)cc2)CC1	1%[57.1 µM]	0.1	-1%	-1%	-2	-0.8	-15	-7%	5%

These rows are one share of the data; count on the stated rates, not on these rows.
